# Screens deposited in PubChem by several laboratories.
# CSN deneddyl inh: inhibitors of human CSN-mediated cullin deneddylation; Q92905; Purified CSN, SCF-Nedd8-OG deneddylation, fluorescence polarization; inhibition, % at 12.5 µM; 360,000 tested, 0.38% active;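 active = pattern-corrected inhibition above about 35%, with an unprinted fluorescence ratio check between 0.5 and 1.5, limit read from the data, passing the limit was not always enough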;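 note: 0% = enzyme with substrate and 100% = substrate without enzyme; some results filed as inactive read as strong as hits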
#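 Detection – fluorescence polarization · System – HEK293T-derived human Csn5 enzyme · Controls – substrate-only high control, full reaction low control · Timing – 90 min, room temperature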
# STEP block: STEP (human) phosphatase inhibition; AID 588621; inhibition, % at 20 µM; 360,000 tested, 0.25% active; recombinant STEP, OMFP fluorogenic substrate, fluorescence;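 active = inhibition at 20 µM, scaled per plate between control wells, above about 37%, limit read from the data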;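 note: 0% = DMSO with enzyme and substrate and 100% = substrate only without enzyme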
# Target sequence (P54829 whole entry, looked up): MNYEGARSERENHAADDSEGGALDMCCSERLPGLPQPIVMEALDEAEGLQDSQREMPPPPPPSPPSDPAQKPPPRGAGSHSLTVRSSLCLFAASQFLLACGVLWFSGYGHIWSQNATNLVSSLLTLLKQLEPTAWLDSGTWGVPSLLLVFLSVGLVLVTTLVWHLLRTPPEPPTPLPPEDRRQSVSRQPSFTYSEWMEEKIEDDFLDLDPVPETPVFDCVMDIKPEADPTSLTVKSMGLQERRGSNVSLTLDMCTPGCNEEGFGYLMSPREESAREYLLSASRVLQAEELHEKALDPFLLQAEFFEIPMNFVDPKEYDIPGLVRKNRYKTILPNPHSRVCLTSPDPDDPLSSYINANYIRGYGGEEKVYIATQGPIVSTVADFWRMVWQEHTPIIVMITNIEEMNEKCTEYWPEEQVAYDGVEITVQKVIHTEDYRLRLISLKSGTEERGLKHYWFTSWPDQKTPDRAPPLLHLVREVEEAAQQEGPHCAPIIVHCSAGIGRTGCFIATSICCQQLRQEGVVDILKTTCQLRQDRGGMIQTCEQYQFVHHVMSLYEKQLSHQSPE
#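 System: STEP phosphatase, cell-free reaction; Buffer or medium: Bis-Tris pH 6.0 buffer with DTT, detergent; Incubation: 20 min at room temperature, dark; Measured by: fluorescence, 480/540 nm.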
# TbMetRS inhib: Trypanosoma brucei MetRS inhibition. purified T. brucei MetRS, ATP depletion, Kinase-Glo luminescence. inhibition, % at 11.9 µM. 360,000 tested, 0.4% active. AID 624268;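 active = inhibition above a per-plate cutoff of the control wells' mean inhibition plus 3 SD, cut at about 5.5% in these data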;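 note: 0% = DMSO wells median and 100% = median of wells with control inhibitor compound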
#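 System: purified T. brucei MetRS enzyme / Detection: Kinase-Glo luciferase luminescence reporting remaining unconsumed ATP / Medium: HEPES buffer with MgCl2, KCl, DTT, spermine, BSA, pyrophosphatase / Replication: singlicate, one well per compound / Evaluation: percent inhibition relative to median high and low control wells / Schedule: 2 h aminoacylation at 25 °C after 15 min preincubation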
# PABP1 MLLE inh: inhibitors of microRNA-mediated deadenylation, human PABP1 MLLE binding; GST-MLLE / FITC-PAM2 fluorescence polarization; P11940; AID 588489; 360,000 tested, 0.36% active; inhibition, % at 20 µM; in the data active = inhibition above about 35%, passing the limit was not always enough;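 note: plate controls were DMSO wells with GST-MLLE for no effect and wells lacking GST-MLLE protein for full effect; some results filed as inactive read as strong as hits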
# SUMO1-SIM PPI: SUMO1-SIM interaction modulation | inhibition, % at 20 µM | P63165 | 360,000 tested, 0.33% active | SUMO1 binding to a labelled peptide, TR-FRET, 1 h; in the data active = inhibition above about 37%
# Target sequence (P63165 whole entry, looked up): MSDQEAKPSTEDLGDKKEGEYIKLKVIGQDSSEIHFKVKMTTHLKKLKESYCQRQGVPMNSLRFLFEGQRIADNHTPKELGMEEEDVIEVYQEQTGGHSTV
# Rpn11 inh: inhibitors of human proteasome Rpn11; O00487; human 26S proteasome, Ub4-pepOG fluorescence polarization; 20S core pre-blocked with epoxomicin; calls only at 20 µM; 360,000 tested, 0.59% active; AID 588493;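 active = inhibition at 20 µM, scaled to each plate's controls, above about 33%, limit read from the data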
# DNMT1 block: inhibitors of human DNMT1; inhibition (reported as % activation of signal), % at 10 µM; P26358; 360,000 tested, 0.83% active; AID 588458; DNMT1 molecular beacon, Hinp1I cleavage, fluorescence; in the data active = inhibition above about 50%
# NadD inh: blocks S. aureus nicotinate mononucleotide adenylyltransferase. inhibition, % at 20 µM. 360,000 tested, 0.78% active. purified NadD enzyme, colorimetric absorbance read-out; in the data active = inhibition above about 26%; note: some compounds past the cut are filed as inactive
# LMPTP block: blocks human LMPTP phosphatase; P24666; recombinant LMPTP-A, OMFP fluorogenic substrate, fluorescence intensity; inhibition, % at 20 µM; 360,000 tested, 0.22% active; AID 651560;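 active = compounds that cut the enzyme signal by at least half of the control window in the single-dose screen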;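 note: plate controls were DMSO wells with enzyme plus substrate for no effect and substrate without enzyme for full effect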
# Target sequence (P24666 whole entry, looked up): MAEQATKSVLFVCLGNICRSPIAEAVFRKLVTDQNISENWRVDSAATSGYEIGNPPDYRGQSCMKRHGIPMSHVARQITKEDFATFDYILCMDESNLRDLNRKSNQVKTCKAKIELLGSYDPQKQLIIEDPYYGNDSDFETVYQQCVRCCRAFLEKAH
#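 Test system: LMPTP-A, protein tyrosine phosphatase of low molecular weight; Input: 0.625 nM enzyme; Incubation: 50 min dark incubation at room temperature; Signal: endpoint fluorescence intensity from OMFP dephosphorylation; Read-out basis: % inhibition versus control wells.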
# Scp1 inh: inhibitors of human Scp-1 phosphatase; 340,000 tested, 0.88% active; inhibition, % at 20 µM; Recombinant Scp1, phosphopeptide, malachite green phosphate absorbance; Q9GZU7;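 active = inhibition above about 50% at 20 µM, limit read from the data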;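 note: plate controls were DMSO wells with enzyme for no effect and wells lacking enzyme for full effect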
# Target sequence (Q9GZU7 76-261 limits assumed): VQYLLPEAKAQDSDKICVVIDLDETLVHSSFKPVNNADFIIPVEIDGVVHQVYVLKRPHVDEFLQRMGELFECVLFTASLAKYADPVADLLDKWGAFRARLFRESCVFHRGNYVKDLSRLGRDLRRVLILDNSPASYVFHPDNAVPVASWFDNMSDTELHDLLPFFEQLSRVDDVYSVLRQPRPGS
#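 System: SCP-1 catalytic domain; Reagent: Phospho 17-mer peptide substrate; Doses: one concentration, 20 µM, with 1.0% DMSO; Incubation: 45 min room-temperature reaction, 5 min colour, 30 min stabiliser; Signal: Phosphate-binding colour reagent, absorbance read at 630 nm.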
# * marks the source's active call; other numbers are inactive results; i = inactive; · = not tested or not shown.
SMILES,CSN deneddyl inh,STEP block,TbMetRS inhib,PABP1 MLLE inh,SUMO1-SIM PPI,Rpn11 inh,DNMT1 block,NadD inh,LMPTP block,Scp1 inh
O=C(/C=C/c1c(Cl)cccc1Cl)NCCCn1ccnc1,-1.6,-3.8,-0.7,14.3,-5.7,i,5.2,-8.7,-4.5,-7.2
O=S(=O)(Nc1ncccn1)c1ccc(NS(=O)(=O)c2cccc(Cl)c2Cl)cc1,-2.6,-1.1,-0.1,1.8,5.1,i,-0.1,-1.8,-1.2,-3.7
COc1ccc(CNC(=O)CC[C@H]2O[C@@H](n3ccc(=O)[nH]c3=O)[C@H](O)[C@@H]2O)cc1,1.2,0.0,-0.1,7.2,8.2,i,-2.2,-5.8,-1.9,·
O=C(COc1ccc(Cl)cc1Cl)Nc1ccc(-c2ccc(N3CCOCC3)nn2)cc1,-0.7,-0.8,-0.2,-10.2,55.5*,i,1.6,-0.2,10.8,3.3
Cc1ccc(C2CC(=O)c3cnc(N4CCN(c5ccccc5)CC4)nc3C2)cc1 (stereo not given),5.3,-11.4,-0.5,4.5,0.6,i,1.4,5.8,1.3,-2.4
Cc1cc2nc3c(c(C(F)(F)F)n2n1)CCCC3,-9.1,-1.0,-1.1,0.0,1.5,i,-4.5,4.3,-0.1,-4.4
O=C(Cc1ccccc1)N/N=C\c1ccc(Br)o1,1.1,2.9,0.5,13.2,-12.1,i,21.2,-0.1,0.0,17.6
C=C1CCN(C(CC(C)C)C(=O)OC)S(=O)(=O)c2ccccc21 (stereo not given),-4.8,-2.4,-0.2,7.0,-3.0,i,0.4,0.7,0.0,0.8
Cc1ccc(Cl)cc1N1CCN(C(=S)NCc2ccco2)CC1,0.5,0.1,0.0,-137.7,-2.2,i,-1.1,-4.7,2.7,-2.0
O=C(OCC(=O)C12CC3CC(CC(C3)C1)C2)c1ccc(CO)cc1,-5.1,0.9,-0.3,5.9,3.4,i,2.0,-1.0,1.5,-3.6
Cc1ccc(NC(=O)/C(=C\c2ccccc2)NC(=O)/C=C/c2ccccc2)cc1,-2.5,-0.7,0.0,-1.4,-1.1,i,-1.5,5.1,-0.8,-14.7
COc1ccc(CN(Cc2cc3cccc(C)c3[nH]c2=O)C(=O)N(C)C)cc1,2.0,-3.4,0.9,13.7,0.4,i,1.8,3.0,-0.9,-5.0
CCOC(=O)c1cc(C(=O)OCC)cc(-n2c(C)cc(C(=O)CN3CCOCC3)c2C)c1,-4.7,2.7,0.1,-1.0,-0.8,i,-1.1,2.2,-2.4,-4.9
Cc1cc(NC(=O)C23CC4CC(C2)CC(n2cnc([N+](=O)[O-])n2)(C4)C3)no1,3.0,0.2,-0.3,-3.8,-15.3,i,0.5,1.1,0.1,-2.8
COCCn1c(SCC(=O)NCCCN2CCCC2=O)nc2ccccc2c1=O,1.7,0.5,-0.1,-4.1,-0.2,i,0.3,0.0,0.4,-5.4
CCCN(Cc1nnc(-c2cccs2)o1)C(=O)CN1C(=O)NC2(CCC(C)CC2)C1=O (stereo not given),-2.7,4.5,0.0,0.6,0.9,i,4.9,-1.3,-1.3,-9.8
CCOC(=O)c1cccc(NC(=O)CSc2nnc(C3CCCCC3)n2CC)c1,0.5,-1.9,-1.0,-12.8,0.5,i,1.6,-4.2,-0.9,0.5
O=C(Nc1ccccc1OC(F)F)c1ccccc1,4.3,-0.5,-0.5,9.1,0.1,i,-3.7,-2.7,0.1,-0.3
CC(C)c1onc(C(=O)N2CCOCC2)c1[N+](=O)[O-],-1.6,-1.1,-0.7,-0.7,0.5,i,-5.5,-0.8,-1.3,2.1
C#CCNC(=O)C1=C[C@@H](c2ccc(Br)cc2)[C@H](CCCO)[C@@H](OCC)O1,-5.4,-1.5,-0.3,-2.5,-0.6,i,-1.8,-3.7,-2.2,-11.3
COC(=O)c1ccc(C2SCC(=O)N2Cc2ccccc2)cc1 (stereo not given),1.5,-1.6,-0.1,0.7,6.7,i,1.1,-4.7,-1.3,-11.0
O=C(O)CSCc1ccc(Cl)cc1,-0.7,-0.8,-1.1,-7.1,-3.0,i,6.1,5.6,0.1,-5.2
COCCN(C(=O)CC(C)(C)C)c1nnc(-c2cccnc2)s1,2.8,3.9,-1.2,-6.2,-1.9,i,-0.6,1.5,-1.4,2.0
CCOC(=O)C1CCCN(C(=O)c2cccc(S(=O)(=O)NCc3ccccc3)c2)C1 (stereo not given),0.1,-2.1,-0.1,1.5,-52.1,i,-10.6,4.9,-11.3,·
Cc1cc(NCc2ccc(F)cc2)nc2cc(Cl)ccc12,6.9,2.8,-1.4,2.0,2.2,i,-7.2,-1.5,5.4,0.8
CCOC(=O)C1=C(COC(=O)CNS(=O)(=O)c2ccc(C)c(C)c2)NC(=O)NC1C (stereo not given),1.3,-3.5,0.2,-11.8,2.4,i,2.6,-6.2,-1.4,·
COc1ccc(NC(=O)NCCN2CCN(c3cccc(Cl)c3)CC2)cc1,10.1,2.6,-0.1,14.5,18.1,i,-3.4,2.8,-0.8,-6.5
COC(=O)CCC(=O)OC1(C)C(=O)C=C2C=C(C3CC3)N(c3cccc(C#N)c3)C=C2C1=O (stereo not given),-1.4,-0.3,0.0,4.5,-10.4,i,-7.3,3.0,1.2,-0.3
O=C(Nc1ccccn1)c1cc2ccccc2o1,-0.4,1.7,-5.2,-4.8,-0.2,i,5.5,-3.5,-2.7,-8.9
COc1cccc(CN2CC(C(=O)N3CCCCCC3)CCC2=O)c1 (stereo not given),-1.4,1.7,0.0,19.0,2.4,i,-0.7,3.1,-0.2,14.1
C[C@@H](O)CNC(=O)c1[nH]cnc1C(=O)Nc1ccc(CNC(=O)OC(C)(C)C)cc1,1.9,-0.9,0.5,-12.0,2.3,i,3.9,6.7,-0.5,·
O=C(Nc1ccc(S(=O)(=O)Nc2ncccn2)cc1)c1cccc(S(=O)(=O)N2CCCC2)c1,5.7,-1.7,0.1,7.0,5.7,i,-1.2,-3.2,-0.4,-4.0
COc1ccc2c(c1)c(C(O)CN1CCC(Cc3ccccc3)CC1)c(C)n2C (stereo not given),5.4,-1.3,-1.6,-2.6,-1.4,i,-0.5,1.5,3.5,24.7
CC(=O)NCCNc1nc2cc(-c3ccc(C(=O)N4CCN(C)CC4)cc3)sc2c(=O)n1C,0.5,-0.1,0.1,7.3,-29.5,i,0.5,3.3,0.2,·
CC(=O)Nc1ccc(-c2ccnc3c2CC(C)(C(=O)Nc2ccc(Cl)c(C(F)(F)F)c2)O3)cc1 (stereo not given),0.0,-0.6,-0.3,15.3,5.1,i,-5.5,1.8,3.7,·
CCCCNC(=O)c1nc(-c2cccc(C(F)(F)F)c2)oc1-c1ccc(OC(F)(F)F)cc1,-4.5,·,-0.3,·,13.0,·,·,·,-1.1,·
OCCNc1nc(Nc2ccc(Cl)c(Cl)c2)nc2ccccc12,14.3,0.2,1.8,2.2,32.8,i,23.0,10.0,4.0,-2.0
CC(C)N(C(=O)CSc1ccc(S(=O)(=O)N2CCCCC2)cn1)c1ccccc1,2.6,0.0,-0.3,34.8,1.2,i,1.0,-5.4,2.2,-8.1
O=C(CSc1cccc[n+]1[O-])Nc1cc2c(cc1Cl)C(=O)c1ccccc1C2=O,-9.3,48.6*,0.1,5.0,41.1*,i,92.1*,34.1*,50.1*,84.9*
Cc1[nH]n(-c2ccccc2)c(=O)c1C(=O)c1ccccc1,0.1,1.4,-0.3,-3.9,1.8,i,-3.6,-2.5,-1.2,-18.1
COc1cccc(COc2ncnc3sccc23)c1,-5.6,2.0,-0.2,-9.8,1.8,i,2.8,-0.3,1.0,1.6
Cc1ccc(S(=O)(=O)N2CCN(C3CC(=O)N(CCc4ccccc4)C3=O)CC2)cc1C (stereo not given),-0.4,0.7,-0.6,-9.2,1.5,i,-3.6,2.0,1.4,-8.4
CC(=O)c1cccc(NS(=O)(=O)c2c(C)n[nH]c2C)c1,2.7,-5.1,-0.3,-2.0,1.6,i,-1.6,-4.0,-0.9,0.8
O=C(NNC(=O)C(c1ccccc1)c1ccccc1)c1ccccc1O,-1.7,-2.4,-0.1,8.6,0.5,i,0.4,-0.8,0.0,·
CN1C(=O)C2(C(C#N)=C(N)N(c3ccc(Cl)cc3)C3=C2C(=O)CC(C)(C)C3)c2ccccc21 (stereo not given),-2.4,-1.5,-1.0,6.1,-1.2,i,1.1,-0.1,-2.1,-1.9
CCCc1nn(CCc2ccccn2)c(N)c1CC,-2.5,9.3,-0.9,-2.0,-3.6,i,1.4,1.7,-1.1,-6.1
O=C(/C=C/Sc1ccc(C(F)(F)F)cn1)c1ccccc1,5.6,2.6,-0.3,29.9,3.4,i,26.0,-1.4,-1.6,-10.7
CCOC(=O)N1C2CCC(C2)N1C(=O)OCC,-1.8,2.0,-0.3,-1.7,-4.3,i,2.0,-3.2,-0.2,-10.4
CC1(C)CC(=O)C2=C(C1)N(c1ccccc1)C(N)=C(C#N)C2c1ccccc1 (stereo not given),-0.9,1.1,0.5,3.1,-10.4,i,-4.1,-3.1,0.1,0.5
CCOc1ccc(/C=N/n2c(C)nnc2C)cc1OC,1.8,1.9,0.2,-6.7,2.4,i,6.5,-1.0,-0.3,-6.9
Cc1c(NC(=O)c2ccc(N3CCCC3)c([N+](=O)[O-])c2)cccc1-c1nc2ccccc2s1,4.2,1.0,-0.8,9.7,-7.6,i,15.3,28.4,0.2,-7.2
CCCCn1c(SCc2ccccn2)nc2c1c(=O)n(C)c(=O)n2C,3.4,2.5,-0.1,8.6,-1.2,i,2.9,-6.0,-0.3,-3.3
Cc1ccccc1NC(=S)N(CCCN1CCC(C)CC1)Cc1ccco1,-0.2,14.5,-0.5,-18.2,-1.1,i,5.1,-3.6,-1.4,-2.1
COCCNC(=O)C1(C)CCCN(Cc2csc(-c3ccc(Cl)cc3)n2)C1 (stereo not given),-1.8,-2.6,0.2,-2.2,-4.0,i,2.1,-8.5,-2.3,·
CN1/C(=C\C(=O)c2cccs2)C(C)(C)c2ccccc21,-1.0,-1.2,0.8,-8.3,-9.3,i,-6.5,2.2,0.0,-7.8
CCOc1ccc(NC(=O)CN(C)C(=O)c2cc3c(s2)CCC3)cc1OCC,22.6,5.0,-0.2,7.3,16.2,i,93.5*,11.2,16.7,·

# Two of these compounds, reformatted.
canonical_smiles	CSN deneddyl inh	STEP block	TbMetRS inhib	PABP1 MLLE inh	SUMO1-SIM PPI	Rpn11 inh	DNMT1 block	NadD inh	LMPTP block	Scp1 inh
CCOc1ccc(NC(=O)CN(C)C(=O)c2cc3c(s2)CCC3)cc1OCC	22.6	5.0	-0.2	7.3	16.2	i	93.5*	11.2	16.7	·
Cc1c(NC(=O)c2ccc(N3CCCC3)c([N+](=O)[O-])c2)cccc1-c1nc2ccccc2s1	4.2	1.0	-0.8	9.7	-7.6	i	15.3	28.4	0.2	-7.2
